Source: PubChem BioAssay
IDH1 mut inh: inhibitors of IDH1 R132H reductase, primary screen, biochemical, plate reader, single point; diaphorase/resazurin fluorescence, 60 min; inhibition, % at 10 µM; Isocitrate dehydrogenase [NADP] cytoplasmic (Homo sapiens), O75874; actives 0.18% (n = 70,000); in the data active means inhibition above about 34%;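 further: 0% = DMSO and 100% = no enzyme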
EZH2 inh: EZH2/PRC2 methyltransferase inhibitors, primary screen, biochemical, DELFIA time-resolved fluorescence, single point | Histone-lysine N-methyltransferase EZH2 (Homo sapiens), Q15910 | AID 651548, 2012 | PRC2 H3K27 methylation, DELFIA TRF, 1 h | actives 0.35% (n = 57,000) | inhibition, % at 12.5 µM;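 active means mean inhibition of replicates at least 50% and every single replicate also reaching 50%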;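 further: dimethyl H3K27 on biotinylated H3 21-44 peptide detected by antibody; plate controls were median neutral control wells for no effect and median positive control wells for full effect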
Target sequence (Q15910 whole entry, looked up): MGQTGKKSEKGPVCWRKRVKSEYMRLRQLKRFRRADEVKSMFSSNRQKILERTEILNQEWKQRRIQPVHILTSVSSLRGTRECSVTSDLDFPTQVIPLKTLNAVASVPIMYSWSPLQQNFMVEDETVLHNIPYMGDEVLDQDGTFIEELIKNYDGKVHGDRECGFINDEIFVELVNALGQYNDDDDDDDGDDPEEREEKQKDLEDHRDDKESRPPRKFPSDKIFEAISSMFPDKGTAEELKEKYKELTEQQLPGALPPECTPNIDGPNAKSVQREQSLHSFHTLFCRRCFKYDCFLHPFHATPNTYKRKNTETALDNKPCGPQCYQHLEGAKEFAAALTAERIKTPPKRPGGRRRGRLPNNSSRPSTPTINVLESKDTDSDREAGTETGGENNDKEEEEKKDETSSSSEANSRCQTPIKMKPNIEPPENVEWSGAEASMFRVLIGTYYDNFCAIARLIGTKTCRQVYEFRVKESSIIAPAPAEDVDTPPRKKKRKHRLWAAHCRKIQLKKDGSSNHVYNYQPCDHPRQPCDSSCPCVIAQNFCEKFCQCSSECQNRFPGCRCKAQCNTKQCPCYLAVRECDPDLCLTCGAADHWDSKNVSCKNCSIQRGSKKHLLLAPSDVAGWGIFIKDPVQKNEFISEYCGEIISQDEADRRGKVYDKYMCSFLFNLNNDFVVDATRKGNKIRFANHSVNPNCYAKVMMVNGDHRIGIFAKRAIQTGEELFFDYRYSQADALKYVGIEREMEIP
Active calls of the source: *; . = no result given. A portion of the library; count on the stated rates, not on these rows.

SMILES | IDH1 mut inh | EZH2 inh
COc1ccccc1S(=O)(=O)N(C)C[C@@H]1OCc2cnnn2CCCC(=O)N([C@@H](C)CO)C[C@@H]1C | -4.6 | .
COc1ccc(NC(=O)Nc2cccc3c2O[C@@H](CN(C)S(=O)(=O)c2ccc(F)cc2)[C@@H](C)CN([C@H](C)CO)C3=O)cc1 | -6.8 | .
C[C@H]1CN([C@@H](C)CO)C(=O)c2cc(-c3cccnc3)cnc2O[C@H]1CN(C)C(=O)c1cccc(F)c1 | -0.3 | 4.6
Cc1ccc(S(=O)(=O)Nc2ccc3c(c2)CC(=O)N([C@H](C)CO)C[C@H](C)[C@@H](CN(C)Cc2ccncc2)O3)cc1 | 0.3 | 15.8
Cc1noc(C)c1S(=O)(=O)Nc1ccc2c(c1)C(=O)N([C@@H](C)CO)C[C@@H](C)[C@@H](CN(C)C(=O)Nc1ccc(F)cc1)O2 | -1.2 | .
CC(C)(C)C(=O)c1cn(CC(=O)Nc2ccccc2)c2ccccc12 | 0.2 | -12.5
C[C@@H]1CN([C@H](C)CO)C(=O)c2cccc(NS(=O)(=O)c3ccccc3)c2O[C@@H]1CN(C)C | -0.5 | 1.4
O=C(Nc1ccc2c(c1)OCO2)N[C@@H]1CC[C@@H](CCNC(=O)C2CC2)O[C@@H]1CO | 0.1 | 3.6
O=C(NCc1nc2ccccc2[nH]1)C1=C[C@@H](c2ccc(C(F)(F)F)cc2)C[C@@H](OCc2ccc(CO)cc2)O1 | . | -8.4
COC(=O)[C@@]1(Cc2ccccc2)COC(c2ccc(OCCCO)cc2)=N1 | -0.2 | -2.4
C[C@@H]1CN([C@H](C)CO)S(=O)(=O)c2ccc(C3=CCCCC3)cc2O[C@@H]1CN(C)C | -1.7 | -4.1
C[C@@H]1CCCCO[C@@H](CN(C)Cc2ccncc2)[C@@H](C)CN([C@@H](C)CO)C(=O)c2cc(NC(=O)Nc3ccc(C(F)(F)F)cc3)ccc2O1 | 0.9 | .
CO[C@H](CN(C)S(=O)(=O)c1ccc(Cl)cc1)[C@H](C)CN([C@H](C)CO)S(=O)(=O)c1cccc(Cl)c1 | -0.5 | 18.4
O=C(C[C@H]1C=C[C@@H](NS(=O)(=O)c2ccc(F)cc2)[C@H](CO)O1)NCc1ccc(Cl)c(Cl)c1 | -0.2 | 7.5
C[C@@H]1CN([C@H](C)CO)S(=O)(=O)c2ccc(C#CC3CC3)cc2O[C@H]1CN(C)C | -2.9 | 8.3
Cc1ccc(S(=O)(=O)NCC[C@H]2CC[C@H](NC(=O)c3cnccn3)[C@H](CO)O2)cc1 | 0.0 | -1.9
COc1ccc(-c2nc(SCC(=O)N3c4ccccc4Sc4ccccc43)n[nH]2)cc1 | -0.1 | 27.0
C=C(C(=O)O[C@H]1C/C=C(/C)C[C@H](O)[C@H]2[C@H](C)C(=O)O[C@@H]2/C=C\1C)[C@@H]1CCC(=C)[C@@H]2C[C@H](O[C@@H]3O[C@H](CO[C@H]4OC[C@](O)(CO)[C@H]4O)[C@@H](O)[C@H](O)[C@H]3O)C(=C)[C@@H]2C1 | 3.2 | 12.3
C[C@H](CO)N1C[C@H](C)[C@H](CN(C)S(C)(=O)=O)Oc2ncc(-c3ccccc3)cc2C1=O | -0.7 | .
C[C@@H]1CN([C@@H](C)CO)C(=O)Cc2cc(NC(=O)c3ccncc3)ccc2O[C@H]1CN(C)C(=O)Nc1ccc(C(F)(F)F)cc1 | 0.4 | 4.9
C[C@H](CO)N1C[C@H](C)[C@H](CN(C)S(=O)(=O)c2ccc(Cl)cc2)Oc2ccc(NS(=O)(=O)c3cn(C)cn3)cc2CC1=O | -2.7 | .
CC(C)CC#Cc1ccc2c(c1)O[C@H](CN(C)C)[C@@H](C)CN([C@@H](C)CO)S2(=O)=O | -1.9 | -2.3
CCC(=O)N1C[C@H](C)[C@H](OC)CN(C)C(=O)c2cc(NC(=O)C3CCCCC3)ccc2OC[C@H]1C | 0.2 | 2.9
CC(C)C(C(=O)OC1CSCC1NC(=O)c1ccccc1)N1C(=O)c2ccccc2C1=O (stereo not drawn) | -1.5 | -0.4
CC(C)NC(=O)Nc1ccc2c(c1)CC(=O)N([C@@H](C)CO)C[C@H](C)[C@H](CN(C)C(=O)NC1CCCCC1)O2 | 0.4 | 0.9
COc1ccc(OC)c(S(=O)(=O)N2CCC(C(=O)Nc3ccc(Cl)c(C(F)(F)F)c3)CC2)c1 | 0.0 | 24.5
COc1ccccc1CNC(=O)C[C@H]1C=C[C@@H](NC(=O)CC2CC2)[C@H](CO)O1 | -0.1 | -8.4
O=C(C[C@H]1CC[C@H](NS(=O)(=O)c2ccc(F)cc2)[C@H](CO)O1)NC1CCC1 | -0.7 | 14.7
Cc1cc(C(=O)Nc2cccc3c2O[C@@H](CN(C)C)[C@H](C)CN([C@@H](C)CO)C3=O)n(C)n1 | 1.5 | 0.9
O=C(CCCCCCC(=O)NOCc1ccccc1)NO | . | 5.9
CO[C@@H](CN(C)C(=O)c1cnccn1)[C@@H](C)CN([C@@H](C)CO)S(=O)(=O)c1ccc(Cl)cc1 | 0.1 | 4.6
COc1ccc(S(=O)(=O)N(C)C[C@@H]2Oc3ccc(NC(=O)c4ccncc4)cc3C(=O)N([C@H](C)CO)C[C@H]2C)cc1 | -1.1 | .
Cn1c(SCC(=O)Nc2cccc3ccccc23)nnc1-c1ccc(F)cc1 | 0.5 | 15.8
C[C@@H]1CCCCO[C@@H](CN(C)S(C)(=O)=O)[C@H](C)CN([C@H](C)CO)C(=O)c2cc(NC(=O)CCC(F)(F)F)ccc2O1 | -0.4 | -5.2
CC(C)NC(=O)N(C)C[C@H]1Oc2ccc(N(C)C)cc2CC(=O)N([C@H](C)CO)C[C@H]1C | -2.7 | 0.1
O=C(CSc1n[nH]c(-c2ccccc2)n1)Nc1ccccc1Cl | -0.4 | .
COc1cc(OC)cc(C(=O)Nc2ccc(S(=O)(=O)Nc3nc(C)cc(C)n3)cc2)c1 | -0.9 | -14.2
C[C@H]1CN([C@@H](C)CO)C(=O)Cc2cc(NC(=O)Cc3cn(C)c4ccccc34)ccc2O[C@H]1CN(C)S(=O)(=O)c1cccs1 | -11.6 | .
C[C@H](CO)N1C[C@H](C)[C@H](CN(C)C(=O)Cc2ccccc2)OCCCC[C@H](C)Oc2ccc(NS(=O)(=O)c3ccc(F)cc3)cc2C1=O | -0.7 | .
C[C@H](NC(=O)C[C@@H]1C=C[C@H](NS(=O)(=O)c2cccc(F)c2)[C@@H](CO)O1)c1ccccc1 | -0.4 | 6.1
C[C@@H]1CN([C@@H](C)CO)C(=O)c2cc(NS(C)(=O)=O)ccc2O[C@@H](C)CCCCO[C@H]1CN(C)Cc1ccc2c(c1)OCO2 | . | -11.0
CCCc1cn(CC[C@H]2CC[C@@H](NC(=O)C3CCCC3)[C@H](CO)O2)nn1 | -0.3 | -9.5
CCc1cccc(NC(=O)O[C@H]2[C@H](OC(=O)Nc3ccc4c(c3)OCO4)[C@@H](OC(=O)Nc3ccc4c(c3)OCO4)[C@@H](OC)O[C@@H]2CO)c1 | . | -8.1
C[C@H]1CN([C@@H](C)CO)C(=O)Cc2cc(NC(=O)Nc3ccc(C(F)(F)F)cc3)ccc2O[C@H]1CN(C)C(=O)Nc1cccc2ccccc12 | 0.8 | .
C[C@H]1CN([C@@H](C)CO)C(=O)Cc2cc(NC(=O)C3CCCCC3)ccc2O[C@H]1CN(C)CC1CCCCC1 | 0.8 | .
COc1ccc(CN(C)C[C@@H]2OCc3cn(nn3)CCCC(=O)N([C@@H](C)CO)C[C@@H]2C)cc1 | -2.0 | -8.5
C[C@H](CO)N1C[C@H](C)[C@@H](CN(C)S(=O)(=O)c2cccs2)Oc2ccc(NS(=O)(=O)c3ccccc3)cc2CC1=O | -0.7 | .
C[C@@H]1CN([C@@H](C)CO)C(=O)Cc2cc(NS(=O)(=O)c3cn(C)cn3)ccc2O[C@H]1CN(C)Cc1ccc(Cl)c(Cl)c1 | 1.9 | -14.6
C[C@@H]1CCCCO[C@H](CN(C)C(=O)Nc2cccc3ccccc23)[C@@H](C)CN([C@@H](C)CO)C(=O)c2cc(NC(=O)CCC(F)(F)F)ccc2O1 | 3.3 | .
CC(C)NC(=O)N(C)C[C@@H]1Oc2ncc(C#CC3CCCC3)cc2C(=O)N([C@@H](C)CO)C[C@H]1C | 0.6 | -8.6

Remaining list, next part:
SMILES | IDH1 mut inh | EZH2 inh
COc1ccc(S(=O)(=O)Nc2cccc3c2O[C@@H](CN(C)S(=O)(=O)c2cccs2)[C@@H](C)CN([C@@H](C)CO)C3=O)cc1 | -11.1 | .
C[C@H](CO)N1C[C@H](C)[C@H](CN(C)C(=O)c2ccccc2F)Oc2cc(-c3ccccc3)ccc2S1(=O)=O | -7.7 | -19.3
C[C@H]1CN([C@@H](C)CO)C(=O)c2cccc(NC(=O)c3cnccn3)c2O[C@H]1CN(C)Cc1ccc(-c2ccccc2)cc1 | . | 7.6
C[C@H](CO)N1C[C@H](C)[C@H](CN(C)Cc2ccc(Cl)c(Cl)c2)OCCCC[C@H](C)Oc2ccc(NC(=O)Nc3ccc(F)cc3)cc2C1=O | 0.3 | .
COc1ccc(S(=O)(=O)N(C)C[C@@H]2OCCCC[C@H](C)Oc3ccc(NS(=O)(=O)c4ccc(C)cc4)cc3C(=O)N([C@@H](C)CO)C[C@@H]2C)cc1 | -4.6 | .
CCc1ccc(OCC(=O)Nc2cccc(-c3nc4cc(Cl)ccc4o3)c2C)cc1 | -0.3 | 2.1
Cc1noc(C)c1S(=O)(=O)N(C)C[C@@H]1OCCCC[C@@H](C)Oc2ccc(NS(=O)(=O)c3ccccc3)cc2C(=O)N([C@H](C)CO)C[C@H]1C | -1.1 | .
Cc1ccc(S(=O)(=O)N(C)C[C@@H]2Oc3ccc(NC(=O)C4CCCCC4)cc3CC(=O)N([C@@H](C)CO)C[C@H]2C)cc1 | -0.2 | .
O=C(C[C@@H]1C=C[C@@H](NC(=O)NC2CCCCC2)[C@H](CO)O1)NCc1ccccc1 | 1.0 | -2.5
C[C@@H]1CN([C@@H](C)CO)C(=O)c2cc(NC(=O)C3CCCCC3)ccc2O[C@H]1CN(C)S(=O)(=O)c1ccc(F)cc1 | -1.2 | .
COc1ccc(S(=O)(=O)Nc2cccc3c2O[C@H](CN(C)S(=O)(=O)c2ccc(F)cc2)[C@H](C)CN([C@@H](C)CO)C3=O)cc1 | -4.1 | .
CO[C@H]1CN(C)C(=O)c2cc(NC(=O)C3CCCCC3)ccc2OC[C@@H](C)N(C(=O)c2ccccc2)C[C@H]1C | 0.0 | 3.1
CO[C@H]1CN(C)C(=O)c2cc(NC(=O)C3CC3)ccc2OC[C@H](C)N(C(=O)CN2CCOCC2)C[C@@H]1C | 0.2 | -3.5
O=C(N/N=C/[C@@H](O)[C@@H](O)[C@H](O)[C@H](O)CO)c1ccccc1O | -0.1 | 8.9
C[C@@H]1CN([C@H](C)CO)C(=O)c2cc(NS(=O)(=O)c3cccs3)ccc2O[C@@H](C)CCCCO[C@H]1CN(C)C(=O)NC1CCCCC1 | -2.5 | .
Cc1noc(C)c1NC(=O)N(C)C[C@H]1Oc2c(NC(=O)Nc3ccc(C(F)(F)F)cc3)cccc2C(=O)N([C@@H](C)CO)C[C@@H]1C | 3.4 | .
C[C@@H]1CN([C@H](C)CO)C(=O)CCCn2cc(nn2)CO[C@@H]1CN(C)C(=O)Nc1ccnc(N2CCOCC2)c1 | -0.9 | 1.7
C[C@@H]1CN([C@@H](C)CO)C(=O)c2cc(-c3ccccc3F)cnc2O[C@H]1CN(C)C(=O)NC1CCCCC1 | . | -8.1
c1ccc(OCCCc2nc(-c3ccccn3)no2)cc1 | 0.0 | .
CC(C)NC(=O)N(C)C[C@H]1Oc2ccc(NC(=O)C3CCCCC3)cc2C(=O)N([C@@H](C)CO)C[C@@H]1C | 0.5 | 13.4

Random excerpt: seven entries already listed, in no set order.
SMILES | IDH1 mut inh | EZH2 inh
C[C@H](CO)N1C[C@H](C)[C@H](CN(C)S(C)(=O)=O)Oc2ncc(-c3ccccc3)cc2C1=O | -0.7 | .
CO[C@@H](CN(C)C(=O)c1cnccn1)[C@@H](C)CN([C@@H](C)CO)S(=O)(=O)c1ccc(Cl)cc1 | 0.1 | 4.6
COc1ccc(S(=O)(=O)N(C)C[C@@H]2OCCCC[C@H](C)Oc3ccc(NS(=O)(=O)c4ccc(C)cc4)cc3C(=O)N([C@@H](C)CO)C[C@@H]2C)cc1 | -4.6 | .
CO[C@H](CN(C)S(=O)(=O)c1ccc(Cl)cc1)[C@H](C)CN([C@H](C)CO)S(=O)(=O)c1cccc(Cl)c1 | -0.5 | 18.4
CC(C)NC(=O)Nc1ccc2c(c1)CC(=O)N([C@@H](C)CO)C[C@H](C)[C@H](CN(C)C(=O)NC1CCCCC1)O2 | 0.4 | 0.9
CC(C)(C)C(=O)c1cn(CC(=O)Nc2ccccc2)c2ccccc12 | 0.2 | -12.5
COc1ccccc1CNC(=O)C[C@H]1C=C[C@@H](NC(=O)CC2CC2)[C@H](CO)O1 | -0.1 | -8.4

Back to the main list with the 2 entries that preceded the break.
SMILES | IDH1 mut inh | EZH2 inh
c1ccc(OCCCc2nc(-c3ccccn3)no2)cc1 | 0.0 | .
CC(C)NC(=O)N(C)C[C@H]1Oc2ccc(NC(=O)C3CCCCC3)cc2C(=O)N([C@@H](C)CO)C[C@@H]1C | 0.5 | 13.4
CC(C)(C)[C@@H]1C=C(C(=O)N2CCN(Cc3ccc4c(c3)OCO4)CC2)O[C@H](OCc2ccc(CO)cc2)C1 | . | 5.2
COc1ccc(NC(=O)COc2cc(C)c(Br)cc2C)c([N+](=O)[O-])c1 | 0.7 | -1.3
CS(=O)(=O)Nc1ccc(C(=O)NCc2ccco2)cc1 | 0.7 | 13.3
C[C@@H]1CCCCO[C@H](CN(C)C(=O)c2ccccc2)[C@H](C)CN([C@@H](C)CO)C(=O)c2cc(NC(=O)Cc3ccccc3)ccc2O1 | 0.4 | .
